KOR beta-arrestin-1 – KOR agonists, beta-arrestin recruitment, primary screen, cell-based, luminescence, uHTS (AID 1777) | KOR beta-arrestin recruitment, luminescence; higher % means a stronger effect | activation, % at 10 µM, or EC50 in µM where a hit was titrated | hit rate 0.02% among 280,000; in the data active means activation above about 50%, passing the limit was not always enough; further: a part of the inactive calls stands beside numbers as strong as those of hits
KOR beta-arrestin-2 – kappa opioid receptor blockers – cell-based, luminescence, uHTS (AID 1778); KOR beta-arrestin recruitment, luminescence, antagonist mode; higher % means a stronger effect; inhibition, % at 10 µM; hits with a dose series show IC50 in µM; hit rate 0.091% among 290,000; further: strong numbers were not always called active
HEK293 NOD2/NF-kB – inhibition of NOD2-driven NF-kB reporter – cell-based, luminescence, uHTS, HEK293 (AID 1566); HEK293 NOD2/NF-kB luciferase reporter, luminescence; higher % means a stronger effect; one-dose inhibition, % at 4 µM; EC50 in µM for titrated hits; hit rate 0.63% among 290,000; further: many of its hits are not listed in these tables
NOD1 NF-kB reporter – NOD1 signaling inhibitors, primary screen, cell-based, luminescence, uHTS (AID 1578) | NOD1-driven NF-kB luciferase reporter cells, luminescence; higher % means a stronger effect | one-dose inhibition, % at 4 µM; EC50 in µM for titrated hits | hit rate 1% among 290,000; in the data active means inhibition mostly above about 36%, no sharp cut-off; inactive means mostly below about 34%;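 further: HEK-293T reporter cells stimulated with the NOD1 agonist gamma-tri-DAP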
Myeloid diff 2 – myeloid differentiation induction; ER-HoxA9 myeloid progenitors, lysozyme-GFP differentiation, flow cytometry; calls only at 10 µM; hit rate 1% among 360,000;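 active means normalized GFP-positive differentiation at or above the plate's own cutoff, the solvent-only control mean plus 3 SD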;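 further: cells exposed to compound for four days before flow analysis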
GPR55 antagonists – GPR55 antagonists blocking LPI-driven arrestin recruitment, primary screen, imaging, U2OS, beta-arrestin-GFP, LPI agonist (AID 2013) | hit rate 0.13% among 290,000 | inhibition, % at 10 µM, or IC50 in µM where a hit was titrated | U2OS GPR55 beta-arrestin-GFP translocation imaging, LPI antagonism; higher % means a stronger effect;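 active means spots per cell inhibited over 60%, with over 100 cells counted and total cytoplasm intensity under 500,000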;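 further: U2OS cells stably carrying GPR55 and arrestin-GFP stimulated by 5 µM LPI near EC80; imaged beta-arrestin-GFP aggregate spots per cell after agonist stimulation; plate controls were LPI-stimulated DMSO wells for no effect and DMSO wells without LPI for full effect; some results filed as inactive read as strong as hits; confirmed hits need IC50 under 10 µM and bright autofluorescent wells are also inconclusive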
NTR1 agonist – agonists of NTR1, primary screen, imaging, U2OS cells, beta-arrestin-GFP, high content (AID 493036); P30989; NTR1-U2OS beta-arrestin-GFP spot imaging, agonist mode; activation, % at 20 µM; hit rate 0.17% among 330,000;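 active means activation at or above 40% of the spot to cytoplasm intensity ratio, with at least 20 cells analyzed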;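 further: 0% = DMSO without peptide and 100% = 100 nM NTR1 peptide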
Target sequence (P30989 whole entry, looked up): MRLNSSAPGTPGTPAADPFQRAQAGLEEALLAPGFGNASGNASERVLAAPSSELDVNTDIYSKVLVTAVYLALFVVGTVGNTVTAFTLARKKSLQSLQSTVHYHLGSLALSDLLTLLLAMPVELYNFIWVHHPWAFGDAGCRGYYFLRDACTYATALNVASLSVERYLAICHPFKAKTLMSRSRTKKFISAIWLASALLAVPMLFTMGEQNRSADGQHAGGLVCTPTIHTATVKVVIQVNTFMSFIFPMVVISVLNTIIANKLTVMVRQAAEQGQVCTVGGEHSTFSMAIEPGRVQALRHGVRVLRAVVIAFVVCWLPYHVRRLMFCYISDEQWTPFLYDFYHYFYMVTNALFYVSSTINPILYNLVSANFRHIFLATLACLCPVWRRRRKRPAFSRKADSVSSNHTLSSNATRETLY
T cell HTS – T cell immune modulation candidate | AID 2052 | 2C CD8+ T cell-vesicle binding, flow cytometry; hits give low values | calls only at 7 µM | hit rate 0.068% among 330,000;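 active means response, share of CD8 T cells binding vesicles, and their 90th percentile fluorescence all below set limits, cut at about 80% in these data, passing the limit was not always enough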
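Incubation: binding step 1.5 h, 37 °C, antibody labelling 20 min, ice; system: murine 2C transgenic CD8+ T lymphocytes; technique: cytometric PE anti-B7-1 and Alexa647 anti-CD8 signals after 1% paraformaldehyde fixation; also added: QL9-charged Drosophila Ld/ICAM-1/B7-1 vesicles; control set: naked versus QL9-loaded vesicles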
GPR55 activation – GPR55 agonists via beta-arrestin recruitment, primary screen, imaging, U2OS cells, beta-arrestin-GFP redistribution (AID 1961) | U2OS GPR55 beta-arrestin-GFP redistribution imaging; higher % means a stronger effect | one-dose activation, % at 10 µM; EC50 in µM for titrated hits | hit rate 0.048% among 290,000;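 active means activation above 40% with more than 50 cells counted in the well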;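 further: U2OS osteosarcoma cells stably expressing GPR55 and beta-arrestin-GFP; plate controls were DMSO negative control for no effect and LPI positive control for full effect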
T cell HTS vesicle-bound % – also measured in T cell HTS; calls as there; double positive events, %; measured here: CD8+ vesicle-bound cell fraction;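 binding gate set so that unloaded-vesicle control wells show 10% double positive cells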
NTR1 agonist cell count 20 µM – further read-out of NTR1 agonist, marked with its call; cell count; measured here: cell count, cytotoxicity flag
Myeloid diff 2 GFP+ MAC1+ % – recorded beside Myeloid diff 2, whose call it bears; GFP+ MAC1+ double positive, %; measured here: differentiation confirmed by MAC1 staining
* hit, by the source's call; i = inactive; x = not tested or not shown. Unless noted, no stated cut-off is given here; in the data, active means inhibition above about 50%; inactive means the rest.

SMILES | KOR beta-arrestin-1 | KOR beta-arrestin-2 | HEK293 NOD2/NF-kB | NOD1 NF-kB reporter | Myeloid diff 2 | Myeloid diff 2 GFP+ MAC1+ % | GPR55 antagonists | NTR1 agonist | NTR1 agonist cell count 20 µM | T cell HTS | T cell HTS vesicle-bound % | GPR55 activation
O=C(CCNC(=O)Cn1cnc2ccccc2c1=O)NCC1COc2ccccc2O1 (configuration not stated) | -2.9% | 33.0% | 9.7% | -5.4% | i | 0.7 | -2.9% | -0.9 | 65 | i | 60.8 | -0.1%
COC(=O)/C=C1\NCCNC1=O | 4.1% | -32.3% | 0.3% | -8.2% | i | 0.6 | -3.5% | 0.7 | 56 | i | 13.9 | 0.1%
COc1ccc(C(c2oc(CO)cc(=O)c2O)c2oc(CO)cc(=O)c2O)cc1 | -3.2% | -13.3% | 12.9% | -27.3% | x | x | -1.0% | 0.0 | 70 | i | 39.5 | 0.2%
Cc1cc(C(=O)N2CCCC(CNS(=O)(=O)c3cccs3)C2)nn1C (configuration not stated) | 5.6% | -18.9% | 5.7% | -30.2% | i | 0.3 | 1.5% | -1.0 | 41 | i | 36.1 | -0.3%
COc1ccc(N2CCN(C(=O)CSc3ncnc4c3cnn4-c3ccc(OC)cc3)CC2)cc1 | 10.5% | -124.1% | 6.7% | -30.0% | i | 1.5 | 3.3% | x | x | x | x | -0.1%
COC(=O)c1cccc(Oc2cccc(Cl)n2)c1 | 3.7% | -52.4% | 0.2% | -31.5% | i | 0.1 | -3.3% | -1.8 | 96 | i | 58.4 | 1.1%
CCOC(=O)c1cc(C)sc1NC(=O)CSc1nnnn1C | 1.2% | 6.5% | 22.2% | -12.9% | i | 6.2 | 8.2% | -1.7 | 64 | i | 69.8 | -0.1%
CCOC(=O)C1CCN(c2ncnc3c(C)csc23)CC1 | 12.5% | -9.3% | -1.3% | -5.0% | i | 0.2 | -9.3% | 0.7 | 58 | i | 23.1 | -0.2%
O=C(CSc1nnnn1-c1ccccc1)NC(=O)Nc1ccc2c(c1)OCCO2 | 20.4% | -6.3% | -66.1% | -47.4% | i | 0.6 | 1.0% | 0.7 | 85 | i | 13.6 | -1.0%
COc1ccc(-n2c(Cc3cccn3C)nnc2SCC(=O)Nc2cccc(C)c2C)cc1 | -2.3% | -16.1% | 13.4% | 33.3% | i | 6.0 | 7.4% | 0.6 | 68 | i | 46.1 | -0.1%

Brought forward from above: 3 compounds; new compounds follow.
SMILES | KOR beta-arrestin-1 | KOR beta-arrestin-2 | HEK293 NOD2/NF-kB | NOD1 NF-kB reporter | Myeloid diff 2 | Myeloid diff 2 GFP+ MAC1+ % | GPR55 antagonists | NTR1 agonist | NTR1 agonist cell count 20 µM | T cell HTS | T cell HTS vesicle-bound % | GPR55 activation
CCOC(=O)C1CCN(c2ncnc3c(C)csc23)CC1 | 12.5% | -9.3% | -1.3% | -5.0% | i | 0.2 | -9.3% | 0.7 | 58 | i | 23.1 | -0.2%
O=C(CSc1nnnn1-c1ccccc1)NC(=O)Nc1ccc2c(c1)OCCO2 | 20.4% | -6.3% | -66.1% | -47.4% | i | 0.6 | 1.0% | 0.7 | 85 | i | 13.6 | -1.0%
COc1ccc(-n2c(Cc3cccn3C)nnc2SCC(=O)Nc2cccc(C)c2C)cc1 | -2.3% | -16.1% | 13.4% | 33.3% | i | 6.0 | 7.4% | 0.6 | 68 | i | 46.1 | -0.1%
COc1ccc(C)cc1Cn1c(S(C)(=O)=O)nc2ccccc21 | -3.4% | 13.1% | 7.6% | -10.2% | i | 1.8 | -0.9% | 1.0 | 55 | i | 29.7 | 0.0%
O=C(/C=C/c1ccc([N+](=O)[O-])cc1)NCc1ccco1 | -6.3% | 1.5% | -6.2% | -15.5% | i | 0.2 | -2.2% | -2.6 | 49 | i | 50.4 | -0.1%
O=C(Nc1cccc(NC(=O)c2cccs2)c1)c1cccnc1 | -1.1% | -0.5% | 9.8% | -47.5% | i | 0.3 | -0.7% | -1.4 | 62 | i | 43.0 | -0.2%
COc1cc(C(=O)Nc2ccc3c(c2)Cc2ccccc2-3)cc(OC)c1OC | 5.4% | -48.9% | 14.7% | -8.0% | i | 0.1 | 1.0% | 1.9 | 91 | i | 53.9 | 0.1%
Cc1cc2c(c(=O)n1Cc1cccnc1)C(Cc1ccccc1)C(C#N)=C(N)O2 (configuration not stated) | 1.7% | 16.0% | 8.4% | 13.4% | i | 0.8 | 2.3% | -0.2 | 41 | i | 33.6 | -0.2%
COc1ccc(C(=O)NC2CC2)cc1OC1CCN(Cc2cc(C)cc(C)c2)CC1 | 1.8% | -1.2% | -0.6% | -25.0% | i | 0.0 | 5.0% | 1.4 | 43 | i | 16.4 | 0.2%
O=C(Cc1ccc(Cl)cc1)Nc1ccc(N2CCN(C(=O)c3ccco3)CC2)c(Cl)c1 | 4.0% | 16.6% | 10.9% | -3.1% | i | 0.3 | 6.5% | 0.0 | 43 | i | 3.4 | -0.2%
COc1ccc(C(=O)NCCCNC(=O)c2ccccn2)cc1Br | -5.3% | 2.1% | 5.6% | -31.9% | i | 0.5 | -4.6% | 1.4 | 44 | i | 16.7 | -0.1%
CS(=O)(=O)N1CCC(Oc2ccccc2C(=O)N2CCNC(=O)C2)CC1 | 0.4% | 21.0% | -6.8% | -37.3% | i | 0.6 | 5.9% | 0.6 | 46 | i | 39.0 | 0.1%
CCc1c(C)sc(NC(=O)CC#N)c1C#N | 3.5% | -1.4% | 1.2% | -15.3% | i | 11.8 | 0.7% | 0.4 | 64 | i | 25.0 | -0.1%
CC(C)CC1Nc2ccc(C(=O)NCCCN3CCOCC3)cc2NC1=O (configuration not stated) | -0.5% | 3.9% | 6.5% | 0.2% | i | 0.6 | -8.0% | 0.5 | 52 | i | 26.2 | -0.1%
CN(C(=O)CC(NC(=O)c1ccccc1)(c1ccccc1)c1ccccc1)c1ccccc1 | -2.3% | 29.5% | 7.0% | 0.6% | i | 0.4 | 36.0% | 0.4 | 71 | i | 15.0 | -0.1%
O=c1[nH]c2ccccc2c2oc(CCl)nc12 | x | 14.0% | 12.7% | 0.7% | i | 0.3 | 8.6% | 4.3 | 63 | i | 42.2 | -0.1%
O=C(c1cccc2ccccc12)N1CCN=C1SCc1ccc([N+](=O)[O-])cc1 | -4.8% | 4.6% | -6.4% | 23.6% | i | 1.0 | -4.6% | 4.5 | 61 | i | 15.4 | -0.2%
COc1cccc(CNC(=O)C2CCN(S(=O)(=O)c3ccc4c(c3)OCCO4)CC2)c1 | 3.0% | 1.2% | -13.6% | -20.1% | i | 1.8 | 14.9% | 1.6 | 59 | i | 23.3 | -0.1%
CC(C)C(=O)Nc1cccc(NC(=S)NC(=O)c2ccc([N+](=O)[O-])cc2)c1 | 8.4% | -11.6% | -28.5% | -62.8% | i | 1.5 | 4.6% | 0.5 | 78 | i | 24.8 | -0.1%
N/C(=N\OC(=O)c1ccc(Cl)cc1)c1cccnc1 | -0.9% | -6.1% | -4.5% | -43.1% | i | 1.4 | -5.7% | 0.4 | 60 | i | 34.8 | 0.0%
Cc1csc(NC(=O)C2CCN(S(=O)(=O)c3ccc4c(c3)oc(=O)n4C)CC2)n1 | -2.3% | -25.6% | 0.0% | -10.6% | i | 2.0 | -3.4% | -1.6 | 106 | i | 35.7 | -0.1%
Cc1ccc(S(=O)(=O)CC(=O)c2ccc([N+](=O)[O-])cc2)cc1 | 0.3% | 14.7% | 20.1% | 8.8% | i | 0.3 | 2.3% | -1.4 | 47 | i | 37.9 | -0.3%
Nc1c(Br)cc2oc(-c3ccccc3)nc2c1Br | -2.1% | 13.9% | -95.3% | -49.2% | i | 0.6 | -6.3% | 5.7 | 59 | i | 0.1 | -0.5%
Cn1c(Cc2ccc3c(c2)OCO3)nnc1SCC(=O)N1CCc2ccccc2C1 | -5.4% | 11.3% | -11.5% | -8.9% | i | 0.9 | -2.5% | 1.0 | 66 | i | 35.1 | -0.6%
Cc1ccccc1NC(=O)Cn1c(O)c(N=NC(=O)c2ccccc2O)c2ccccc21 | -3.1% | 30.0% | -5.3% | -17.5% | i | 0.5 | -8.1% | x | x | i | 35.9 | 0.2%
CCOC(=O)COn1c(=O)c(-c2cc3ccccc3o2)[n+]([O-])c2ccccc21 | 4.8% | 9.1% | -156.0% | -20.7% | i | 0.7 | 1.4% | -1.0 | 83 | i | 6.4 | 0.0%
COc1ccc(-c2nnn(CC(=O)NCc3ccc4c(c3)OCO4)n2)cc1OC | 2.3% | -5.4% | -12.3% | -24.1% | i | 0.2 | 6.2% | 0.5 | 57 | i | 44.9 | -0.2%
Cc1sc(NC(=O)C2CCCO2)c(C(N)=O)c1C (configuration not stated) | 5.1% | -7.6% | 1.7% | -13.9% | i | 0.0 | -10.8% | -0.9 | 91 | i | 42.5 | -0.4%
CN(C)CCCNC(=O)c1cc(Br)ccc1Cl | -5.6% | 3.7% | 9.2% | -1.8% | i | 0.4 | -3.7% | 0.4 | 81 | i | 39.9 | -0.2%

Compounds from the list above containing a furan ring, fused or not, in the order listed:
SMILES | KOR beta-arrestin-1 | KOR beta-arrestin-2 | HEK293 NOD2/NF-kB | NOD1 NF-kB reporter | Myeloid diff 2 | Myeloid diff 2 GFP+ MAC1+ % | GPR55 antagonists | NTR1 agonist | NTR1 agonist cell count 20 µM | T cell HTS | T cell HTS vesicle-bound % | GPR55 activation
O=C(/C=C/c1ccc([N+](=O)[O-])cc1)NCc1ccco1 | -6.3% | 1.5% | -6.2% | -15.5% | i | 0.2 | -2.2% | -2.6 | 49 | i | 50.4 | -0.1%
O=C(Cc1ccc(Cl)cc1)Nc1ccc(N2CCN(C(=O)c3ccco3)CC2)c(Cl)c1 | 4.0% | 16.6% | 10.9% | -3.1% | i | 0.3 | 6.5% | 0.0 | 43 | i | 3.4 | -0.2%
CCOC(=O)COn1c(=O)c(-c2cc3ccccc3o2)[n+]([O-])c2ccccc21 | 4.8% | 9.1% | -156.0% | -20.7% | i | 0.7 | 1.4% | -1.0 | 83 | i | 6.4 | 0.0%

Some of the compounds tested; the hit share may differ from the screen's.
